ARFGAP1 inh: inhibitors of rat ARFGAP1. inhibition, % at 16.5 µM. Arfgap1-stimulated ARF1 GTP hydrolysis, GDP FP detection. hit rate 0.26% among 360,000. AID 651572. Q62848;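 active = inhibition above a per-plate limit, mean inhibition of low control wells plus 3 SD, cut at about 25% in these data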;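 also: 0% = DMSO wells with enzyme and 100% = wells lacking Arfgap1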
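Replicates: Single well per compound | Assay system: Truncated rat Arfgap1 GAP domain | Control set: No-Arfgap1 wells (100%) versus DMSO full-reaction wells (0%) | Times: Enzyme reaction 120 min at 25 °C after 20 min preincubation | Reagent: Human ARF1(Δ1-17)-GTP substrate | Measured by: Tracer-displacement fluorescence polarization with EDTA stop, 620/688 nm | Measure: Percent inhibition of Arfgap1-stimulated GTP hydrolysis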
PLC-gamma1 inh: PLC-gamma1 (human) inhibition, primary screen | purified PLC-gamma1, fluorogenic substrate, fluorescence | hit rate 0.84% among 370,000 | inhibition, % at 12.2 µM | P19174; in the data active = inhibition above about 9.5%
UHRF1 MBD2 ctr: UHRF1 methyl-DNA binding inhibition; hit rate 0.75% among 370,000; inhibition, % at 4.4 µM; AID 687016; Q96T88; UHRF1 binding to methylated oligo, TR-FRET; in the data active = inhibition above about 21%;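 also: UHRF1 SRA domain binding a hemimethylated CpG hairpin DNA probe; 0% = median of test compound wells and 100% = reference inhibitor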
Target sequence (Q96T88 whole entry, looked up, the tested form may be a part): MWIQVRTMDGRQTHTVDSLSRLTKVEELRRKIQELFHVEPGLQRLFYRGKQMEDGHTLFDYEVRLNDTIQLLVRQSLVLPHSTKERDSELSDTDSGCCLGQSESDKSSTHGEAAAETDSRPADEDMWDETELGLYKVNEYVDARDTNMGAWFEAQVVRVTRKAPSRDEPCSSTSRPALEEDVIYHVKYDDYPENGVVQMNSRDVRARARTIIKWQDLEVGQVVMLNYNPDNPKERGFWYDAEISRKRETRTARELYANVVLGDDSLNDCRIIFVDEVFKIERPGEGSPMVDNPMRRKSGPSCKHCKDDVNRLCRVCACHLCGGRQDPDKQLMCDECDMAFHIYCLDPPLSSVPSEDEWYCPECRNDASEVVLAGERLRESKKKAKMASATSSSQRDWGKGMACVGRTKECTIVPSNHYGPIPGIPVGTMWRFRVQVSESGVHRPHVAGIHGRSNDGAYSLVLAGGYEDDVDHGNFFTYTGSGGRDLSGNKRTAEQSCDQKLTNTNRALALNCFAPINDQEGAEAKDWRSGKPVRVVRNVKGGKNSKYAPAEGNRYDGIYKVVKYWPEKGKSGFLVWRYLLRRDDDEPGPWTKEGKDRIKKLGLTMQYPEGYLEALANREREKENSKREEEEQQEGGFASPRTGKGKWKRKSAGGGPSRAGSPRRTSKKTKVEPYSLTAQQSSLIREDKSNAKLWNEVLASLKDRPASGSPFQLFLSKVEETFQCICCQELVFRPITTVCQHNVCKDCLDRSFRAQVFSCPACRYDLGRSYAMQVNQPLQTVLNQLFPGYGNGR
ASAP1 inh: blocks human ASAP1-stimulated Arf1 GTP hydrolysis. AID 624377. hit rate 0.19% among 360,000. GDP FP detection. inhibition, % at 16.5 µM; in the data active = inhibition above about 25%;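 also: 0% = vehicle with enzyme and substrate and 100% = no enzyme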
KLK7 zymogen act: activates the human kallikrein-7 zymogen | P49862 | purified proKLK7, EDANS-DABCYL substrate fluorescence; 100% is mature enzyme control, 0% vehicle | activation, % at 7 µM | hit rate 0.9% among 370,000 | AID 652039;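 active = activation above the mean of all tested compounds plus 3 SD, computed per campaign excluding outliers beyond control limits, cut at about 13% in these data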
Target sequence (P49862 whole entry, looked up): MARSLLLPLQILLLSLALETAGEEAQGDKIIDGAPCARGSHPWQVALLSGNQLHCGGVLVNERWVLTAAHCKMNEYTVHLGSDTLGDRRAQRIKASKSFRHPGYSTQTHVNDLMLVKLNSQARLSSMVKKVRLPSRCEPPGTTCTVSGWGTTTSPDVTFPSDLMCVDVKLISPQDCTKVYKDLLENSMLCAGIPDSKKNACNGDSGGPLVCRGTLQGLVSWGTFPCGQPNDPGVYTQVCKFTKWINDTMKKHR
MBD2 inh: blocks human MBD2 binding to methylated DNA; hit rate 0.31% among 370,000; Q9UBB5; TR-FRET, MBD2 binding to methylated oligonucleotide; inhibition, % at 4.4 µM; in the data active = inhibition above about 13%
Tn7 DDE FP: disrupts Tn7 cyclic peptide binding to fibrin D-Dimer-E complex. FP displacement of FITC-Tn7 peptide from fibrin DD(E); 0% = median of compound wells per plate. inhibition, % at 8.3 µM. hit rate 0.13% among 370,000;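 active = inhibition above the mean of compounds falling within the control limits plus 3 SD of them, cut at about 14% in these data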;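 also: 0% = plate median of compound wells and 100% = 10 µM Aha-Tn7 peptide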
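Also added: labelled Tn7 tracer, 0.1 µM; Assay system: human fibrin DD(E) protein; Amount: 2 µM fibrin DD(E); Schedule: 10 min compound pre-incubation, 3 h probe incubation at room temperature; Repeats: one replicate per compound; Read-out basis: percent inhibition; Measured by: fluorescence polarization of the labelled Tn7 tracer.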
PLCb3 inh: blocks human PLC-beta3 enzyme activity; Q01970; Purified PLC-beta3, fluorogenic substrate, fluorescence; inhibition, % at 12.2 µM; hit rate 0.18% among 370,000; AID 720704; in the data active = inhibition above about 11%;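 also: 0% = median of compound wells on plate and 100% = full blocker control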
DDE Tn6 FP inh: DD(E)-Tn6 binding inhibition, primary FP screen | Fibrin DD(E) TRITC-Tn6 fluorescence polarization displacement | hit rate 0.21% among 370,000 | P02675 | inhibition, % at 8.3 µM;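 active = inhibition above a per-campaign cutoff: mean of compounds within control limits plus 3 SD, cut at about 15% in these data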;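 also: 0% = median of all compound wells on the plate and 100% = blocking peptide control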
ADAM17 inh: inhibits human ADAM17; P78536; inhibition, % at 6.95 µM; AID 720648; hit rate 0.83% among 370,000; recombinant ADAM17, EDANS/DABCYL FRET peptide cleavage;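 active = inhibition above the mean of compounds lying between control limits plus 3 SD, set per campaign, cut at about 8.5% in these data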;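 also: 0% = DMSO-only wells as the low control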
Numbers without * were called inactive; i = inactive; · = not tested or not shown; & = joins results of further samples.

canonical_smiles	ARFGAP1 inh	PLC-gamma1 inh	UHRF1 MBD2 ctr	ASAP1 inh	KLK7 zymogen act	MBD2 inh	Tn7 DDE FP	PLCb3 inh	DDE Tn6 FP inh	ADAM17 inh
COc1ccc(-c2cc(C(=O)Nc3cccc(Cl)c3)no2)cc1	-1	2	1	8	-0.2	1	-3	-1	-8	0
CCN1CCN(C(=O)N[C@@H](C(=O)N[C@@H]2C(=O)N3C(C(=O)O)=C(CSc4nnnn4C)CS[C@H]23)c2ccc(O)cc2)C(=O)C1=O	-5	-2	-2	0	-0.2	3	0	5	9	-4
COCC(C)NCc1ccccc1C (configuration not stated)	8	3	-2	4	1.5	0	-8	7	3	-1
Cn1nccc1C(=O)N1CCN(S(=O)(=O)c2ccc(Br)s2)CC1	10	2	3	2	-0.2	-3	-9	-9	-1	4
CC(=O)Nc1ccc(C(=O)COC(=O)C2CC2C)c(F)c1 (configuration not stated)	8	0	4	9	-0.1	6	2	-9	-2	-2
CCOC(=O)C1C(=O)C(=O)N(Cc2ccccc2)C1C(=O)OCC (configuration not stated)	1	-1	-2	-4	-0.3	3	-8	0	-1	0
COc1ccc(OC)c(/C=N\NC(=O)c2cc3c(ccc4ccccc43)o2)c1	11	-66	-4	9	-80	-4	1	-98	4	-48
Cc1cccc(OCC(=O)N/N=C\c2cn(C)c3ccccc23)c1	7	-2	-1	8	-0.7	5	-1	-1	-4	-3
O=C(c1cccc(S(=O)(=O)NCCOc2ccccc2)c1)N1CCN(c2ncccn2)CC1	3	-5	5	-13	0.8	7	4	-9	4	-4
CSc1ncnc2c1cnn2-c1ccc(C)cc1C	9	0	3	-4	-0.1	-2	-5	-4	0	-3
CCNC(=O)C1(C)CCCN1C(=O)c1c(F)cccc1F (configuration not stated)	-8	4	-4	2	-0.1	3	1	1	-6	0
CC(C)(C)c1ccc(-c2nc(C#N)c(NCCCn3ccnc3)o2)cc1	3	-270	-1	2	-2.6	-6	2	-389	-3	-135
CC(=O)c1ccccc1OCC(O)CN1CCN(CCN2C(=O)c3cccc4cccc(c34)C2=O)CC1 (configuration not stated)	2	-8	1	4	-0.2	3	0	-14	-3	-12
CC(=O)Oc1ccccc1C(=O)Oc1ccc(/C=N/n2cnnc2)cc1	3	-1	3	16	5.8	1	0	-2	-5	2
Cc1cc2nnc(SCC(=O)NCc3ccco3)n2c2ccccc12	-3	0	1	5	-0.2	-1	-1	-11	-3	-5
O=C(NCCCn1ccnc1)c1ccc(NS(=O)(=O)c2ccc(Cl)c(Cl)c2)cc1	-1	-1	5	-7	-0.5	1	2	-7	3	-1
O=C1CS/C(=N\N=C\c2ccco2)N1c1ccccc1	-6	-1	1	-1	-0.7	-5	-6	-5	12	3
COc1ccc(CCC(=O)Nc2nc3c(s2)CN(C)CC3)cc1OC	-3	-2	-1	-2	-0.1	0	1	1	83*	-6
COC(=O)c1ccc(C(=O)N2CCCCCC2(C)C(=O)NC(C)C)cc1 (configuration not stated)	-7	4	0	-14	0.4	-1	1	3	-3	1
COc1cccc(NC(=O)N(C)C[C@H]2Oc3cc(C#Cc4ccncc4)ccc3S(=O)(=O)N([C@H](C)CO)C[C@H]2C)c1	11	-7	-2	-13	-0.3	-4	-8	-5	2	-1
O=c1c([N+](=O)[O-])c(NC2CCCCC2)c2ccccc2n1-c1ccccc1	-6	0	2	-2	-0.1	5	5	1	-1	-2
CN=C1S/C(=C/c2cc(C)n(-c3cc(C)ccc3OC)c2C)C(=O)N1C	·	-22	-3	·	·	-4	5	-34	-1	-5
O=C(CCC(=O)c1ccc(Cl)cc1)OCc1nc2ccsc2c(=O)[nH]1	-5	7	3	3	-0.1	3	1	-5	-2	0
NC1=NC(c2ccc(Br)cc2)n2c(nc3ccccc32)N1 (configuration not stated)	1&3	1&2	-2&-1	-11&16	-0.5&0.2	-3&-3	-6&-7	1&5	-10&-4	-2&-1
CC(C)[C@H](NC(=O)C1CC(=O)N(c2ccc3c(c2)OCCO3)C1)C(=O)NC1CCCC1 (some centres not stated)	0	-1	1	-8	0.0	-1	0	-7	-6	-2
COc1cc(NC(=O)COc2ccc3c(C)cc(=O)oc3c2C)cc(OC)c1OC	-10	2	0	5	0.6	1	-1	-4	-1	-4
O=C(c1ccco1)N1N=C(c2ccc(Cl)cc2)CC1(O)C(F)(F)F (configuration not stated)	-13	1	-2	1	0.5	2	-2	0	-14	1
CC(/C=C/c1ccccc1)=N\NC(=O)Cn1cncn1	-2	6	10	1	0.0	2	4	-6	6	4
OCCC1CN(CC2CCCCC2)CCN1C1CCCC1 (configuration not stated)	1	-1	1	10	-0.1	1	-1	0	0	-3
CCCN1C(=S)c2ccccc2C1c1ccccc1 (configuration not stated)	1	-6	-1	-10	0.5	-3	8	-14	4	-1
Nc1ccn(C2OC(CCl)C(O)C2O)c(=O)n1 (configuration not stated)	7	0	3	2	0.1	-3	1	0	-1	-1
Cc1ccc(S(=O)(=O)N(c2nc(N(C)C)nc(N(C)C)n2)n2cnnc2)cc1	3	-2	1	-1	0.0	-4	5	1	4	-3

An excerpt from above, showing only UHRF1 MBD2 ctr.
mol | UHRF1 MBD2 ctr
CC(C)[C@H](NC(=O)C1CC(=O)N(c2ccc3c(c2)OCCO3)C1)C(=O)NC1CCCC1 (some centres not stated) | 1
COc1cc(NC(=O)COc2ccc3c(C)cc(=O)oc3c2C)cc(OC)c1OC | 0
O=C(c1ccco1)N1N=C(c2ccc(Cl)cc2)CC1(O)C(F)(F)F (configuration not stated) | -2

Later entries.
canonical_smiles	ARFGAP1 inh	PLC-gamma1 inh	UHRF1 MBD2 ctr	ASAP1 inh	KLK7 zymogen act	MBD2 inh	Tn7 DDE FP	PLCb3 inh	DDE Tn6 FP inh	ADAM17 inh
COc1ccccc1NC(=O)c1ccc(S(=O)(=O)N2CCOCC2)cc1	6	0	4	10	-0.5	1	4	2	2	-3
COc1ccc(C)cc1NC(=S)N1CCN(c2ncccn2)CC1	11	-1	0	2	-0.2	0	-1	-2	1	0
CCOc1ccc(S(=O)(=O)Nc2ccc(F)cc2)c(C)c1C	0	1	-3	-1	-0.2	-5	4	-2	-9	9.5*
O=C(Nc1nnc(SCc2ccccn2)s1)C1CC(=O)N(c2ccccc2)C1 (configuration not stated)	-3	1	-3	-8	0.3	0	-5	1	1	3
Oc1cccc(C(=S)N2CCN(Cc3ccccc3)CC2)c1	16	3	1	-7	0.1	1	4	2	9	-1
C=C1CCC[C@]2(C)C[C@H]3OC(=O)C(CNC(C)CCCC(C)C)[C@H]3CC12 (some centres not stated)	13	3	1	4	0.4	-2	-9	0	6	1
O=C1CC(c2cccc(Cl)c2)Cc2nc(N3CCOCC3)ncc21 (configuration not stated)	-2	2	-1	1	-0.1	-3	-7	0	-1	-1
C=CC[C@@H](CC(=O)NCCO)C(=O)N[C@@H](C)COC(=O)[C@@H](CC=C)Cc1ccc(F)cc1	2	0	3	6	-3.6	3	-3	0	-4	-3
CCc1ccc(N2CC(C)Cn3c2nc2c3c(=O)[nH]c(=O)n2C)cc1 (configuration not stated)	6	-2	2	4	-0.1	3	-5	-3	1	-3
CCOc1ccc(CN(C)C(=O)CN2C(=O)NC3(CCCc4ccccc43)C2=O)cc1 (configuration not stated)	-7	-5	4	5	0.0	4	-1	-8	0	-4
NS(=O)(=O)c1ccc(NC(=O)COC(=O)CCc2nc3ccccc3c(=O)[nH]2)cc1	-7	-3	-1	-4	0.7	4	7	-11	8	-1
C=CCNc1nc(NCc2ccc(NC(C)=O)cc2)c2sc(-c3ccccc3)cc2n1	17	-19	-2	0	-6.5	-1	6	-27	-26	-13
Cc1ccc([N+](=O)[O-])c(C(=O)N/N=C/c2cccnc2)c1	2	3	-2	-6	-0.5	1	-3	-4	-1	1
Cn1nc(C(F)(F)F)c2cc(NC(=O)OCc3ccc(C(C)(C)C)cc3)sc21	-7	-2	5	-4	-1.1	4	1	2	4	-5
CC1=NOC(=O)/C1=C/c1ccc(O)cc1	-2	7	-1	-1	0.2	-2	-1	5	4	4
O=C(c1ccco1)N1CCN(c2cc(=O)n(-c3ccc(Cl)cc3)c(=O)[nH]2)CC1	1	-1	1	-1	0.4	1	-7	1	-2	-3
COc1ccc(Cn2cnc3c(N)c(C)c(C)cc32)cc1	2	6	1	9	0.5	3	0	3	-1	0
CC(C)C(NC(=O)c1ccccc1)c1nnc(SCC(=O)NC2CCCC2)n1C (configuration not stated)	6	-1	0	-6	0.6	-3	-4	-6	-1	-3
O=C(Cn1ccc(C(F)(F)F)n1)N/N=C/c1cccs1	7	1	-1	-17	0.0	-3	3	3	8	-1
COC(=O)C1CN(C2CC2)CCS(=O)(=O)N1Cc1cn(Cc2ccc(C)cc2)nn1 (configuration not stated)	·	1	11	·	0.0	0	-4	0	3	0
O=C(COc1ccc(Br)cc1Cl)NC(=S)N1CCc2ccccc21	2	-1	-1	1	0.1	-3	7	-2	-1	0
O=C(COC(=O)c1cncc(Br)c1)NC1CCCCCC1	1	-11	-2	6	-0.4	0	-5	-11	-3	-2
COc1cc(C(=O)NCC(=O)N/N=C/c2cccs2)cc(OC)c1OC	1	-4	2	7	0.3	3	5	-1	2	-4
CCCC1CCC(c2ccc(C(N)=O)cc2)CC1 (configuration not stated)	-3	-3	0	5	0.3	1	-2	0	4	-4
O=C1CC(NN2CCCCC2)C(=O)N1c1ccccc1 (configuration not stated)	-5	-3	3	-16	-0.2	3	8	-7	0	-6
CCCCc1cc(=O)oc2cc(O)cc(O)c12	-7	i	-2	0	78*	4	6	i	-1	i
CN(CC(=O)Nc1ccc(F)c(F)c1F)C(=O)Cc1ccc(S(=O)(=O)N2CCOCC2)s1	0	-4	0	0	-0.8	0	2	-12	5	-6
CC(=O)Nc1cccc(OCC(=O)NC(C)C(C)C)c1 (configuration not stated)	12	3	3	-12	-0.4	3	2	-2	4	-6
CCN1C(=O)[C@@H]2[C@H](C1=O)[C@@H]1C(=O)Nc3ccccc3C(=O)N1[C@@H]2c1ccc(Br)cc1	-4	-16	-4	1	-4.0	-7	8	-25	4	-3
CCCCN(C)C1=Nc2cccc3cccc1c23	5	-385	-4	-1	60*	-4	-2	i	-3	-40
CC(=O)CC(=O)Nc1ccc2ccccc2c1	-2	-5	2	1	-0.5	1	-10	-10	-10	-14
Cc1cc(C(=O)OCCCN(C)C2CN(Cc3cn(Cc4ccccc4C(F)(F)F)nn3)S(=O)(=O)C2)no1 (configuration not stated)	·	2	11	·	-0.9	5	-2	2	-2	-3

Screening data as filed in PubChem.
